# UTI89 phage lysis: inhibition of K1F phage lysis, E. coli UTI89, bacterial capsule biogenesis inhibitors, alamar blue (AID 488966); E. coli UTI89 K1F phage lysis, alamar blue, 2 h; higher % means a stronger effect; inhibition, % at 100 µM, or IC50 in µM where a hit was titrated; 340,000 compounds, 0.02% hits;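 active = phage lysis inhibition, versus mean bacterial control, above a set limit; inconclusive = no clear call, values can overlap the other calls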;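 note: capsule biogenesis inhibitors block K1F phage lysis so surviving cells raise fluorescence; higher fluorescence means more inhibition of phage lysis; actives were called in the ten point dose series up to 300 µM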
# Yfh1-depleted yeast: enhancers of respiration in Yfh1-depleted yeast, dose response, Friedreich's ataxia, plus single-dose screen (AID 1465); S. cerevisiae Yfh1-off respiration, WST-1 reduction, 72 h; higher fold induction means a stronger effect; one-dose fold induction at 50 µM; EC50 in µM for titrated hits; 220,000 compounds, 0.074% hits;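 active = fold induction of absorbance versus untreated yeast above a set limit, then at least 30% activation at any dose in follow-up; inconclusive = repeats straddling the limit, or above it without dose testing; inactive = fold induction below the set limit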;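 note: activators that raise dye reduction in frataxin-depleted yeast; strong numbers were not always called active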
# XIAP antagonists: XIAP antagonists, biochemical, IAP family, fluorescence polarization (AID 1018); displacement, % at 20 µM; hits with a dose series show IC50 in µM; 200,000 compounds, 0.007% hits; XIAP BIR domain, fluorescence polarization peptide displacement; higher % means a stronger effect; in the data active = displacement above about 50%; note: a part of the inactive calls stands beside numbers as strong as those of hits
# ER stress rescue: protection against thapsigargin-triggered cell killing – 384-well, CSM14.1, ATP luminescence, primary screen (AID 1222); CSM14.1 thapsigargin-induced death rescue, ATP luminescence; higher % means a stronger effect; one-dose cellular ATP content (survival), % at 20 µM; EC50 in µM for titrated hits; 190,000 tested, under 10 active;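 active = EC50 below 50 µM in the dose-response confirmation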;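 note: death triggered by thapsigargin at about 15 µM added after 2 h compound pretreatment; cell ATP read after overnight thapsigargin exposure of roughly 18 to 22 hours; normalized against plate controls of thapsigargin alone and 5% DMSO vehicle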
# West Nile virus CPE: West Nile virus antiviral activity, cell-based, CPE readout (AID 1621). West Nile virus-infected cells, CPE inhibition; higher % means a stronger effect. one-dose CPE inhibition, % at 10 µM; IC50 in µM for titrated hits. 290,000 compounds, 0.02% hits; in the data active = a potency from the dose series; inconclusive = CPE inhibition mostly from about 3.7% at the one dose, without a potency; inactive = the rest, 99 in 100 with CPE inhibition below about 2.2%; note: strong numbers were not always called active
# NS5 inhibitors: Dengue-2 NS5 methyltransferase inhibitors, primary screen, biochemical, confirmation dose response (AID 588689); Dengue-2 NS5 methyltransferase capping enzyme assay, biochemical; higher % means a stronger effect; 340,000 compounds, 0.3% hits; inhibition, % at 25 µM; hits with a dose series show IC50 in µM; in the data active = a potency from the dose series; inconclusive = inhibition above about 29% without an active follow-up result
# WT yeast gro inh: growth inhibition of WT yeast, mitochondrial fusion screen. mitochondrial fusion phenotypic screen, WT strain. inhibition, % at 10 µM. 190,000 compounds, 2.1% hits; in the data active = inhibition above about 58%; tested in S. cerevisiae
# Large T inhibition: TAg ATPase/helicase activity blockers – biochemical (AID 1903) | SV40 large T antigen ATPase/helicase inhibition assay; higher % means a stronger effect | inhibition, % at 20 µM; hits with a dose series show IC50 in µM | 310,000 compounds, 0.39% hits; in the data active = a potency from the dose series; inconclusive = inhibition mostly from about 32% at the one dose, without a potency; inactive = the rest, 99 in 100 with inhibition below about 32%; note: strong numbers were not always called active
# RSV CPE inhibition: inhibition of RSV-induced cytopathic effect – HEp-2 cells, primary 10 µM value included (AID 2391) | HEp-2 cells, RSV-induced CPE inhibition; higher % means a stronger effect | CPE inhibition, % at 10 µM, or IC50 in µM where a hit was titrated | 310,000 compounds, 0.13% hits; in the data active = a potency from the dose series; inconclusive = CPE inhibition mostly from about 23% at the one dose, without a potency; inactive = the rest, 99 in 100 with CPE inhibition below about 21%; note: strong numbers were not always called active
# WT yeast gro inh mutant strain: recorded beside WT yeast gro inh, whose call it bears; inhibition, %; mitochondrial fusion phenotypic screen, mutant strain inhibition
# NS5 inhibitors pilot replicate: recorded beside NS5 inhibitors, whose call it bears; inhibition, %; measured here: pilot screen replicate inhibition
# Starred values were filed as active, the others as inactive; i = inactive; ? = inconclusive; . = not tested or not shown; [ ] = another dose, or the depositor's remark.
# Preview (4 entries):
SMILES,UTI89 phage lysis,Yfh1-depleted yeast,XIAP antagonists,ER stress rescue,West Nile virus CPE,NS5 inhibitors,WT yeast gro inh,WT yeast gro inh mutant strain,Large T inhibition,RSV CPE inhibition,others
COc1ccc(NC(=S)N2CCC(NC(=O)C3CCCCC3)CC2)cc1,0.5%,.,.,.,-0.2%,-1.8%,.,.,3.9%,0.8%,
COCCNC(=O)c1onc(CSc2ccccc2C)c1C(=O)O,3.3%,i,-4.6%,-1.0%,0.1%,-10.8%,-0.4,3.2,15.2%,-0.9%,
CCOc1ccc(N2C(=O)S/C(=C\c3ccc(O)c(OC)c3)C2=O)cc1,0.1%,i,.,.,-0.3%,-12.9%,.,.,-2.2%,0.4%,
CC(=O)c1cn(CC(=O)Nc2ccc(C)cc2)c2ccccc12,3.0%,i,-8.7%,0.4%,0.0%,0.6%,-4.5,4.8,12.9%,0.9%,

# The listing, repeating the preview:
SMILES,UTI89 phage lysis,Yfh1-depleted yeast,XIAP antagonists,ER stress rescue,West Nile virus CPE,NS5 inhibitors,WT yeast gro inh,WT yeast gro inh mutant strain,Large T inhibition,RSV CPE inhibition,others
COc1ccc(NC(=S)N2CCC(NC(=O)C3CCCCC3)CC2)cc1,0.5%,.,.,.,-0.2%,-1.8%,.,.,3.9%,0.8%,
COCCNC(=O)c1onc(CSc2ccccc2C)c1C(=O)O,3.3%,i,-4.6%,-1.0%,0.1%,-10.8%,-0.4,3.2,15.2%,-0.9%,
CCOc1ccc(N2C(=O)S/C(=C\c3ccc(O)c(OC)c3)C2=O)cc1,0.1%,i,.,.,-0.3%,-12.9%,.,.,-2.2%,0.4%,
CC(=O)c1cn(CC(=O)Nc2ccc(C)cc2)c2ccccc12,3.0%,i,-8.7%,0.4%,0.0%,0.6%,-4.5,4.8,12.9%,0.9%,
CN(C)CCCn1c2c(c(SCC(=O)Nc3ccc4c(c3)OCO4)nc1=O)CCC2,0.8%[50 µM],.,.,.,.,5.1%,.,.,19.5%,-0.6%,
NS(=O)(=O)c1ccc(NS(=O)(=O)c2ccc(NC(=O)c3ccc(-c4ccccc4)cc3)cc2)cc1,-0.4%,.,-4.7%,0.3%,.,10.9%,-10.4,-5.6,16.6%,0.4%,
O=C(O/N=C(\c1ccccc1)c1ccccn1)c1ccc(Cl)c(Cl)c1,0.2%,i,-3.4%,-0.8%,0.1%,-7.4%,4.0,8.9,4.0%,0.3%,
COc1ccccc1/C=C/C(=O)NCC(=O)N/N=C/c1ccc(C)o1,0.1%,.,.,.,-0.4%,0.0%,.,.,8.7%,1.9%,
COc1ccc(N2CCN(C(=S)NCc3ccc(C)cc3)CC2)cc1,0.0%,i,-3.5%,-0.6%,-0.4%,-9.5%,-2.9,-0.7,5.8%,-0.8%,
CCOc1ccc(OCCOCCN2CCc3ccccc3C2)cc1,0.1%,i,1.5%,-1.1%,-0.8%,8.8%,-3.7,5.8,8.1%,-2.5%,NS5 inhibitors pilot replicate=4.3
Cc1ccccc1N1C(=O)CC2(CCCC2)CC1=O,0.5%,.,4.6%,0.3%,.,-3.0%,10.4,-13.1,13.9%,-1.5%,
Cc1ccc(-n2c(C)nnc2SCC(=O)NNC(=O)c2ccco2)cc1,0.5%,i,-8.8%,-0.7%,0.3%,-6.3%,1.7,9.0,6.8%,1.6%,
Cc1ccc(NC(=S)/N=C(\N)Nc2nc(C)c3cc(C)c(C)cc3n2)cc1C,0.0%,i,-5.2%,-0.3%,-0.8%,0.7%,-3.4,4.2,6.6%,1.3%,
CCN(CC)CCCNC(=O)c1nn2c(C(F)(F)F)cc(-c3ccccc3)nc2c1Cl,-0.6%,.,.,.,-0.2%,-7.4%,.,.,14.5%,2.2%,
COc1cc(OC)cc(OC(=O)C2CCN(S(=O)(=O)c3ccc(OC)c(OC)c3)CC2)c1,1.3%[50 µM],.,.,.,.,2.9%,.,.,10.7%,1.1%,
O=C(c1ccccc1[N+](=O)[O-])N1CCN(c2ccc(N3CCOCC3)nn2)CC1,-0.2%,.,.,.,.,-8.1%,.,.,14.7%,-1.2%,
COc1ccccc1CNC(=O)COC(=O)c1nc(Cl)ccc1Cl,1.5%[50 µM],.,.,.,.,-8.0%,.,.,4.0%,-1.7%,
COc1cc(CN(C)Cc2cc(=O)n3ccsc3n2)ccc1OC(F)F,-0.1%,i,-1.0%,1.9%,-0.8%,3.0%,-10.8,-14.0,5.8%,-1.9%,
CCOc1ccc(NC(=O)CN(C)C(=O)CSCc2ccc(C)cc2)cc1OCC,-1.2%[50 µM],.,.,.,.,-4.4%,.,.,13.7%,-1.5%,
CS(=O)(=O)N1CCC(C(=O)NCCC2=CCCCC2)CC1,4.9%,i,-4.3%,-3.0%,-0.5%,1.4%,-0.9,-8.7,9.5%,0.7%,

# Molecules shown so far that contain fluorine, in the order listed:
SMILES,UTI89 phage lysis,Yfh1-depleted yeast,XIAP antagonists,ER stress rescue,West Nile virus CPE,NS5 inhibitors,WT yeast gro inh,WT yeast gro inh mutant strain,Large T inhibition,RSV CPE inhibition,others
CCN(CC)CCCNC(=O)c1nn2c(C(F)(F)F)cc(-c3ccccc3)nc2c1Cl,-0.6%,.,.,.,-0.2%,-7.4%,.,.,14.5%,2.2%,
COc1cc(CN(C)Cc2cc(=O)n3ccsc3n2)ccc1OC(F)F,-0.1%,i,-1.0%,1.9%,-0.8%,3.0%,-10.8,-14.0,5.8%,-1.9%,

# Going on with the list:
SMILES,UTI89 phage lysis,Yfh1-depleted yeast,XIAP antagonists,ER stress rescue,West Nile virus CPE,NS5 inhibitors,WT yeast gro inh,WT yeast gro inh mutant strain,Large T inhibition,RSV CPE inhibition,others
COc1ccc(-n2cccc2/C=C2\C(=N)N3N=C(C(C)C)SC3=NC2=O)cc1,0.1%,i,-7.8%,.,-0.1%,8.2%,46.8,-6.5,16.1%,6.1%,
Cc1cccc(NC(=O)Nc2cccc(Oc3c(F)c(F)c(F)c(F)c3F)c2)c1,0.3%,i,-3.5%,0.8%,?,-2.1%,22.5,-6.5,0.7%,3.5%,
CN1CCN(C(=O)C23CC4CC(C2)CC(c2ccccc2)(C4)C3)CC1,1.4%,i,-4.7%,1.3%,0.9%,-0.7%,5.3,9.0,10.1%,-3.5%,
CCCN1Cc2cccc(C(=O)Nc3ccc(-c4nc5ccccc5[nH]4)cc3)c2C1=O,0.7%[50 µM],i,-2.7%,-0.9%,-0.1%,4.5%,6.1,-4.0,6.9%,3.8%,
Cc1ccccc1-n1nc2c(c1NC(=O)c1cccc(F)c1)CS(=O)C2 (stereo not drawn),-3.0%,i,-3.6%,-0.5%,0.0%,-2.8%,10.4,1.9,2.6%,1.9%,
CCCN1CCC(=O)N(CCO)CC1,3.5%,.,.,.,1.5%,-3.3%,.,.,-2.9%,-0.4%,
COc1ccc(/C=C/C(=O)NC(=S)Nc2ccc(N3CCN(C(C)=O)CC3)cc2)cc1,-0.3%,i,.,.,-0.3%,3.1%,.,.,18.3%,-0.3%,
COc1ccc(/C(C)=N/OCC(=O)N=Nc2c(O)[nH]c3ccc(Br)cc23)cc1,1.2%,i,-6.3%,0.9%,0.1%,1.1%,1.9,8.9,3.9%,4.9%,
CC(=O)Nc1ccc(NC(=O)CSc2nnc3c4ccccc4n(C)c3n2)cc1,0.9%,i,-4.7%,-1.7%,0.1%,-0.7%,2.7,-3.2,10.8%,0.0%,
CCCn1c(N2CCN(S(=O)(=O)Cc3ccccc3)CC2)nc2ccccc21,0.4%,i,-5.3%,-1.8%,-0.9%,-3.2%,-1.4,7.0,4.3%,1.8%,
Cc1ccc(C(=O)Nc2ncc(C)s2)s1,1.4%,.,.,.,-0.2%,-11.4%,.,.,1.3%,-0.3%,
O=C(COC(=O)c1ccc([N+](=O)[O-])cc1Cl)NC(=O)c1ccccc1,-0.2%[50 µM],.,.,.,.,-0.7%,.,.,5.0%,-0.1%,
O=C(/C=C/c1ccco1)Nc1cccc(NC(=O)/C=C/c2ccco2)n1,-0.5%[50 µM],i,0.6%,-3.1%,-0.9%,-7.7%,59.5*,51.4*,6.6%,2.9%,
Cc1cc2ncn(S(=O)(=O)N(C)C)c2cc1C,0.4%,i,-7.3%,-1.0%,0.3%,2.5%,8.2,5.1,5.3%,1.4%,NS5 inhibitors pilot replicate=-0.6
Cc1ccc(-c2nc(CS(=O)CC(=O)N3CCN(c4ncccn4)CC3)c(C)o2)cc1 (stereo not drawn),2.8%,.,-2.4%,-0.9%,.,-2.8%,-2.7,-16.4,8.2%,3.9%,
COc1ccc2[nH]cc(C(=O)CCl)c2c1,-1.4%[50 µM],?,.,.,-0.9%,8.7%,.,.,10.9%,0.8%,
CCOc1ccc2nc3sc(C(=O)N4CCN(C)CC4)c(N)c3cc2c1,0.3%,i,-6.1%,-3.0%,1.2%,-12.3%,-5.0,1.2,9.9%,-0.4%,
CC(C)NC(=O)c1ccc(-c2cc(C(F)(F)F)ccc2Cl)o1,1.1%,i,1.7%,-0.7%,1.4%,-2.0%,-13.5,-16.5,-4.1%,0.2%,
COc1cc(Cl)ccc1OCc1cc(C(=O)N(C)C2CC(C)(C)NC(C)(C)C2)no1,0.0%[50 µM],.,.,.,0.2%,-5.2%,.,.,8.4%,1.3%,
O=C1C(NS(=O)(=O)c2cccs2)=C(N2CCOCC2)C(=O)c2ccccc21,-0.1%,i,.,.,0.4%,4.6%,.,.,20.2%,-0.4%,
O=C(CN1C(=O)c2ccccc2S1(=O)=O)c1ccc(OC(F)F)cc1,0.2%,.,.,.,0.3%,4.5%,.,.,14.3%,0.4%,
CC(C)[C@H](NS(=O)(=O)c1ccccc1)C(=O)OCC(=O)Nc1ccc2c(c1)OCO2,0.8%,i,-0.9%,20.6%,0.4%,-6.5%,-8.7,-12.7,10.1%,0.6%,
COC(=O)c1cccc(NC(=O)c2cccnc2)c1,0.6%,i,-4.5%,-0.4%,0.4%,-12.3%,-4.0,-0.1,12.3%,0.9%,
CCOC(=O)N1CCC(Nc2c(-c3ccccc3)c(=O)c2=O)CC1,0.6%,i,-3.3%,-1.1%,-0.5%,2.7%,5.2,14.8,25.7%,2.7%,NS5 inhibitors pilot replicate=-7.3

# Source: PubChem BioAssay (several laboratories)
